MEKK2 WT-MEK5 = raises or lowers MEK5 binding to wildtype human MEKK2 PB1 domain; Q9Y2U5; bead flow cytometry, Alexa488-MEK5 binding to MEKK2 WT; actives lie on both sides; binding response (% of control), % at 10 µM; 290,000 tested, 1.1% active; AID 1531; in the data active = binding response below about 67% or above about 130%
GalR3 antag = human GalR3 antagonism. O60755. HEK293 GalR3-CNG cAMP membrane potential fluorescence; galR3 body fused to GalR1 C-terminus. inhibition, % at 3 µM. 360,000 tested, 0.44% active;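 active = inhibition above the screen-wide average plus 3 SD, cut at about 13% in these data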;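 note: forskolin and galanin both at EC90 stimulate the cells; cAMP rise reported by CNG channel membrane potential dye signal; 0% = forskolin plus galanin with DMSO and 100% = forskolin alone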
Target sequence (O60755 1-299 limits assumed): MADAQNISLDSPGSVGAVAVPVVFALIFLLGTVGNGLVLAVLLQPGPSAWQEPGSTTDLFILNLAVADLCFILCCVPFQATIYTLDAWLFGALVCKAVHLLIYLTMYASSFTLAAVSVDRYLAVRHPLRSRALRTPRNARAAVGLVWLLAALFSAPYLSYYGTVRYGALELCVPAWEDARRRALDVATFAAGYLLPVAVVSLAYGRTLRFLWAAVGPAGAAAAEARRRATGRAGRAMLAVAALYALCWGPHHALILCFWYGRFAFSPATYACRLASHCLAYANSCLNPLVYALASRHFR
DNA FID counter = fluorescent intercalator displacement, NS3 helicase counter-screen. 290,000 tested, 0.17% active. DNA fluorescent intercalator displacement, fluorescence. inhibition, % at 7.9 µM; in the data active = inhibition above about 37%;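 note: 0% = vehicle and 100% = reference compound; higher means more ethidium bromide displaced from hairpin DNA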
HCV NS3 hel inh = inhibitors of Hepatitis C virus NS3 helicase; inhibition, % at 10.9 µM; NS3 helicase DNA unwinding, Cy5 molecular beacon fluorescence; AID 1800; 290,000 tested, 0.56% active;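 active = inhibition above the mean of all tested compounds plus 3 SD, set per campaign, cut at about 35% in these data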;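 note: 0% = DMSO wells and 100% = thioflavine S control wells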
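Measured by: Cy5 fluorescence, 0 and 60 min reads / Assay system: NS3 helicase fragment of HCV / Control set: low DMSO, high thioflavine S at 110 µM / Times: 1 h reaction at 25 °C, ATP-initiated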
MEKK2 mut-MEK5 = signal of MEK5 binding to mutant human MEKK2 PB1 domain. bead flow cytometry, Alexa488-MEK5 binding to MEKK2 mutant. percent response, % at 10 µM. 290,000 tested, 0.35% active; in the data active = percent response above about 24%, passing the limit was not always enough; note: inactives centre near 1; some results filed as inactive read as strong as hits
SUMO HTRF inh = blocks human SUMOylation mediated by UBC9. P63279. 290,000 tested, 0.36% active. HTRF SUMOylation assay, SAE1/SAE2 + UBC9, in vitro. inhibition, % at 35 µM; in the data active = inhibition above about 50%, passing the limit was not always enough; note: strong numbers were not always called active
Target sequence (P63279 whole entry, looked up): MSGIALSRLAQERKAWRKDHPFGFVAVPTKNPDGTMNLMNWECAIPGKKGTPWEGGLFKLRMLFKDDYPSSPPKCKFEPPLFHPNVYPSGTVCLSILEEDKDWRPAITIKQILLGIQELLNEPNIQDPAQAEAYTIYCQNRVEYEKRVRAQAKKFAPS
MEKK3 PB1 HTS = MEKK3-MEK5 PB1 interaction, increase or decrease | bead-based flow cytometry, Alexa488-MEK5 binding to MEKK3; actives lie on both sides; 0 = blocked by unlabeled MEK5, 100 = vehicle | binding response (% of control), % at 10 µM | 290,000 tested, 1.4% active;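 active = binding response more than 3 SD above or below the average of its plate-row segment, actives on both sides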;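 note: Alexa488 bead fluorescence after subtracting the streptavidin-only scavenger bead signal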
CRFR2-BP antag = blocks CRF-induced signaling of the CRF-BP/CRF-R2 complex. HEK293 CRF-R2/CRF-BP, CRF-induced calcium fluorescence. inhibition, % at 11.8 µM. 350,000 tested, 0.59% active;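 active = inhibition of the ligand-induced calcium signal above about 50% at the single tested concentration, limit read from the data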
CRFBP-R2 agonist = agonists of human CRF-binding protein/CRF-R2 receptor complex; AID 588473; 350,000 tested, 0.46% active; HEK293 CRF-R2/CRF-BP, calcium dye fluorescence (FLIPR); percent of saturating CRF peptide response; activation, % at 13.2 µM;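 active = activation of at least 50%, plus an integration ratio under a set limit after plate pattern correction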;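 note: plate controls were neutral control wells without compound for no effect and CRF at EC100 for full effect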
Numbers without * were called inactive; x = not tested or not shown; & = joins results of further samples. Not all compounds are listed, so the mix of outcomes need not match the whole.

#1 Cc1cc2c(C)nc(Cc3ccccc3)nc2o1
#2 CNC(CC(=O)c1ccc([N+](=O)[O-])cc1)C(Cl)(Cl)Cl (stereo unspecified)
#3 COc1ccc(CNC(=O)C2CCC(=O)N(CC3CCCCC3)C2)cc1 (stereo unspecified)
#4 CC(=O)O[C@]1(C(C)=O)CC[C@H]2[C@@H]3C=C(C)C4=CC(=O)CC[C@]4(C)[C@H]3CC[C@@]21C
#5 O=C(O)c1c[nH]c2c(C(F)(F)F)cccc2c1=O
entry no.	1	2	3	4	5
MEKK2 WT-MEK5	101	98	102	103&101	102
GalR3 antag	-5	x	-2	x	-5
DNA FID counter	-1	-1	-44	-16&-16	-16
HCV NS3 hel inh	7	-2	-8	-9&-3	1
MEKK2 mut-MEK5	1	1	7	4&0	0
SUMO HTRF inh	-7	6	-6	5&-1	3
MEKK3 PB1 HTS	103	101	101	92&106	104
CRFR2-BP antag	3	29	-7	-2	9
CRFBP-R2 agonist	0.6	20	0.0	-0.8	-1.2

#6 CSc1cccc(NS(=O)(=O)c2cn(C)cn2)c1
#7 CCOc1ccc(NC(=O)CCC(=O)NNC(=O)Nc2cccc(Cl)c2)cc1
#8 Cc1ccc(NC(=O)CSc2nnc(-c3ccco3)o2)cc1
#9 Cc1c(Cl)c(C(=O)NNC(=S)NCc2ccco2)nn1C
#10 Cc1nc(CS(=O)(=O)c2ccc(Cl)cc2)cc(Sc2ccccc2Cl)n1
entry no.	6	7	8	9	10
MEKK2 WT-MEK5	102	100	102	109	105
GalR3 antag	-5	-2	-2	-3	-4
DNA FID counter	-7	-1	-5	-13	-23
HCV NS3 hel inh	17	7	-6	20	-6
MEKK2 mut-MEK5	-6	-5	-3	-3	9
SUMO HTRF inh	3	4	6	11	8
MEKK3 PB1 HTS	101	103	110	104	105
CRFR2-BP antag	0	-6	6	5	32
CRFBP-R2 agonist	0.7	1.8	-4.4	0.5	0.7

#11 O=S(=O)(c1ccc(Cl)cc1)n1ccc2cccnc21
#12 O=C(CCN1C(=O)c2ccccc2C1=O)N1CCCCCC1
#13 O=C(O)COc1ccccc1/C=N/NC(=O)c1cc(-c2ccc(Cl)cc2)nc2ccccc12
#14 COc1ccc(N=CC2=C(O)CC(C)(C)CC2=O)cc1
#15 Cc1ccc(CNC(=O)CCc2nnc3ccc(NCCCN4CCCC4=O)nn23)cc1
entry no.	11	12	13	14	15
MEKK2 WT-MEK5	107	104	102	99	104
GalR3 antag	-6	4	6	0	0
DNA FID counter	-6	-8	-5	-16	-29
HCV NS3 hel inh	-4	-1	-20	15	-1
MEKK2 mut-MEK5	3	4	9	-2	8
SUMO HTRF inh	-41	15	14	10	19
MEKK3 PB1 HTS	104	107	110	99	103
CRFR2-BP antag	-9	-9	-10	13	-9
CRFBP-R2 agonist	0.1	0.6	1.8	-1.4	2.8

#16 CC(C)c1nnc(NC(=O)C2c3ccccc3Oc3ccccc32)s1
#17 COCCN(CCOC)c1cc(C)c(C#N)c2nc3ccccc3n12
#18 COc1ccc(C(=O)OCn2nnc3ccccc3c2=O)cc1
#19 COc1cccc(C(C(=O)NC2CCCC2)N(CC2CCCO2)C(=O)Cc2cccs2)c1 (stereo unspecified)
#20 CN(Cc1ccccc1)C(=O)C1CCCN(c2ncnc3c2nc2n3CCCCC2)C1 (stereo unspecified)
entry no.	16	17	18	19	20
MEKK2 WT-MEK5	99	105	106	99	89
GalR3 antag	-1	0	-8	-11	3
DNA FID counter	-11	-7	-25	-19	-70
HCV NS3 hel inh	8	-5	3	-16	4
MEKK2 mut-MEK5	4	14	-4	1	-16
SUMO HTRF inh	4	47	20	5	1
MEKK3 PB1 HTS	99	106	110	102	90
CRFR2-BP antag	-39	11	3	-9	0
CRFBP-R2 agonist	5.5	-2.1	-0.8	-0.7	1.0

#21 CCOC(=O)N1CC=C2C(C#N)=C(N)C(C#N)(C#N)[C@H](c3ccsc3)[C@H]2C1
#22 Cn1ccc(NC(=O)Nc2ccc(Cl)cc2)n1
#23 Cc1[nH]c2ccccc2c1SCc1nnc(SCc2ccc(Cl)cc2)n1C
#24 COc1ccc(N2CCN(C(=O)CNC(=O)c3cccc(Br)c3)CC2)cc1
#25 Cc1ccc(Cn2c3ccccc3c3cn[nH]c(=O)c32)cc1
entry no.	21	22	23	24	25
MEKK2 WT-MEK5	101	91	85	105	123
GalR3 antag	-4	1	-3	-4	3
DNA FID counter	-7	-1	-27	-25	-19
HCV NS3 hel inh	5	-1	-17	-3	16
MEKK2 mut-MEK5	-1	-18	-14	7	17
SUMO HTRF inh	13	-1	9	-10	-7
MEKK3 PB1 HTS	100	94	92	106	120
CRFR2-BP antag	-11	10	4	-2	-16
CRFBP-R2 agonist	9.0	0.2	-0.7	-0.9	-0.1

#26 COCc1cc(C)nc2sc(C(=O)N3CCCCC3)c(N)c12
#27 CN(C)S(=O)(=O)NCCNC(=O)c1cc(OCC(F)(F)F)ccc1OCC(F)(F)F
#28 C/C(Cn1cnc([N+](=O)[O-])n1)=N\NC(=O)c1ccncc1
#29 CCC(C)c1ccc(NC(=S)NCc2cccnc2)cc1 (stereo unspecified)
#30 CC1(C(=O)N2CCN(Cc3ccccc3Cl)CC2)CC1(Cl)Cl (stereo unspecified)
entry no.	26	27	28	29	30
MEKK2 WT-MEK5	105	100	97	100	103
GalR3 antag	-2	4	-2	-13	-11
DNA FID counter	-11	-5	0	-8	-24
HCV NS3 hel inh	-3	-4	7	3	-2
MEKK2 mut-MEK5	4	-1	-3	7	6
SUMO HTRF inh	12	0	0	7	0
MEKK3 PB1 HTS	107	86	92	99	100
CRFR2-BP antag	-31	5	-11	-8	-15
CRFBP-R2 agonist	13	2.6	0.7	4.4	2.6

#31 Cc1ccc2sc(NC(=O)c3cccc(N4C(=O)CCC4=O)c3)nc2c1C
#32 CC1(C)C2CCC(C2)C1(C)NC(=O)CNC1CCCCC1 (stereo unspecified)
#33 COc1ccc(-c2cn3ccc4ccccc4c3n2)cc1
#34 N#CCO/N=C/C(=O)Nc1ccc(F)cc1F
#35 CCn1cnc2c1c(=O)[nH]c(=O)n2Cc1ccccc1
entry no.	31	32	33	34	35
MEKK2 WT-MEK5	112	108	91	98	103
GalR3 antag	-4	0	-3	-4	x
DNA FID counter	-22	16	-11	1	-2
HCV NS3 hel inh	-13	-9	1	4	5
MEKK2 mut-MEK5	9	-1	6	0	2
SUMO HTRF inh	17	0	30	6	7
MEKK3 PB1 HTS	107	109	91	108	102
CRFR2-BP antag	-3	-22	-12	-1	0
CRFBP-R2 agonist	1.9	3.8	-1.3	-0.6	0.8

#36 O=c1oc2cc(Br)ccc2n1Cc1ccccc1
#37 CC(C)(C)C1CCC(=NNC(=O)c2ccco2)CC1 (stereo unspecified)
#38 CSc1ccccc1OCc1cc(C(=O)NCc2ccc(C)s2)no1
#39 Cc1cc(C(=O)CSc2nnc(-c3ccc(OC(F)F)cc3)o2)c(C)n1Cc1cccs1
#40 COc1ccc(C(CC(=O)O)n2cnnn2)cc1 (stereo unspecified)
entry no.	36	37	38	39	40
MEKK2 WT-MEK5	102	100	93	99	99
GalR3 antag	-8	0	0	-6	-4
DNA FID counter	-3	-13	-24	5	4
HCV NS3 hel inh	2	16	2	12	-4
MEKK2 mut-MEK5	2	3	-6	0	-2
SUMO HTRF inh	13	6	-5	20	13
MEKK3 PB1 HTS	98	100	96	97	103
CRFR2-BP antag	14	7	39	9	6
CRFBP-R2 agonist	1.1	0.4	5.5	-0.3	4.6

Seven entries out of the list, sorted by formula weight, ascending:
#22 Cn1ccc(NC(=O)Nc2ccc(Cl)cc2)n1
#5 O=C(O)c1c[nH]c2c(C(F)(F)F)cccc2c1=O
#35 CCn1cnc2c1c(=O)[nH]c(=O)n2Cc1ccccc1
#25 Cc1ccc(Cn2c3ccccc3c3cn[nH]c(=O)c32)cc1
#38 CSc1ccccc1OCc1cc(C(=O)NCc2ccc(C)s2)no1
#7 CCOc1ccc(NC(=O)CCC(=O)NNC(=O)Nc2cccc(Cl)c2)cc1
#24 COc1ccc(N2CCN(C(=O)CNC(=O)c3cccc(Br)c3)CC2)cc1
entry no.	22	5	35	25	38	7	24
MEKK2 WT-MEK5	91	102	103	123	93	100	105
GalR3 antag	1	-5	x	3	0	-2	-4
DNA FID counter	-1	-16	-2	-19	-24	-1	-25
HCV NS3 hel inh	-1	1	5	16	2	7	-3
MEKK2 mut-MEK5	-18	0	2	17	-6	-5	7
SUMO HTRF inh	-1	3	7	-7	-5	4	-10
MEKK3 PB1 HTS	94	104	102	120	96	103	106
CRFR2-BP antag	10	9	0	-16	39	-6	-2
CRFBP-R2 agonist	0.2	-1.2	0.8	-0.1	5.5	1.8	-0.9

(next part)
#41 CC(C)Nc1nc(SCC(N)=O)nc(N2CCOCC2)n1
#42 COc1cc2c(cc1C1NC(=S)NC(C)=C1C(=O)N(C)C)CCCC2 (stereo unspecified)
#43 O=C(CSc1nc2ccccc2c(=O)n1CCCO)N1CCc2ccccc21
#44 O=C(NCC1CCCO1)C1CC(=O)N(c2cccc(Cl)c2)C1 (stereo unspecified)
#45 COc1ccc(NC(=O)C2CCCN2S(=O)(=O)c2ccc(F)cc2)cc1 (stereo unspecified)
entry no.	41	42	43	44	45
MEKK2 WT-MEK5	89	110	101	90	105
GalR3 antag	-2	1	-2	-7	4
DNA FID counter	2	-14	-7	-5	-6
HCV NS3 hel inh	4	2	0	13	9
MEKK2 mut-MEK5	-1	-1	9	-10	0
SUMO HTRF inh	21	0	-2	1	19
MEKK3 PB1 HTS	87	107	95	91	100
CRFR2-BP antag	-10	-15	13	-14	15
CRFBP-R2 agonist	-2.2	-6.7	-0.6	-0.7	-0.1

#46 Cc1sc(NC(=S)Nc2ccc(F)cc2)c(C(N)=O)c1C
#47 Cn1nc(C(F)(F)F)c(C(=O)Nc2ccc(C(F)(F)F)cc2)c1Cl
#48 CC(C)C(=O)NCCCc1ccccc1
#49 COC(=O)c1cc(CNC(=O)CCCSc2ccccc2)ccc1OC
#50 CCCCOc1cccc(-c2nnc(NC(=O)CSc3ccc(C)cc3)s2)c1
#51 Cc1ccc(-c2nc(CS(=O)(=O)CC(=O)N3CCN(C)CC3)c(C)o2)cc1
#52 CC(C)C(=O)Nc1ccc(N2CCCC2)cc1
#53 CCN(CC)CCCNC(=O)/C(=C\c1cccn1C)NC(=O)c1cccs1
entry no.	46	47	48	49	50	51	52	53
MEKK2 WT-MEK5	90	99	90	104	110	104	95	100
GalR3 antag	-2	-7	-1	-8	1	-5	-2	-9
DNA FID counter	-5	-3	1	-35	3	4	-1	0
HCV NS3 hel inh	16	-7	-1	5	-2	0	-15	15
MEKK2 mut-MEK5	-12	-3	-6	9	5	2	6	-2
SUMO HTRF inh	20	3	2	11	0	12	10	-13
MEKK3 PB1 HTS	97	98	85	104	99	102	93	101
CRFR2-BP antag	1	4	4	9	20	-14	1	-3
CRFBP-R2 agonist	-2.6	0.6	-1.3	-0.9	-1.9	-0.8	-0.4	1.4
